Bioassay records: PubChem BioAssay, National Center for Advancing Translational Sciences (NCATS)
Mm-Cpn inhibitor: Inhibitors of TCP-1 ring complex (TRiC) of Methanococcus maripaludis (MmCpn): qHTS. Chaperonin Mm-Cpn (Methanococcus maripaludis). 330,000 tested, 0.031% active. purified Mm-Cpn ATPase, ADP Transcreener TR-FRET. Potency, µM (titrated, usually from 76.9 µM), without a hit: at the top dose activity, negative = inhibition, hits mostly inhibitors; note: potency is the fitted concentration of half-maximal effect; % is set by controls: 0 for no effect and ±100 for the full control effect; nearly all actives have a fitted effect of over 80% in size
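Compound-treated chaperonin, 25 nM final, turns over 10 uM ATP at 37°C for 30 min following a 10 min preincubation; ADP generated competes with ADP-d2 for Eu-cryptate antibody, lowering FRET.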
A549 tox: Nrf2 qHTS screen for inhibitors: counterscreen for cytotoxicity | 390,000 tested, 0.16% active | Potency, µM (doses to about 46 µM), without a hit: top-dose activity change, negative = cytotoxicity, usual class: inhibitors | A549 ARE-Fluc cells, CellTiter-Fluor viability, 18-24 h; note: potency is the fitted concentration of half-maximal effect; % is set by controls: 0 for no effect and ±100 for the full control effect
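Cytotoxicity counterscreen: CellTiter-Fluor fluorescence was measured in A549 ARE_Fluc cells after 18-24 h of compound exposure in a concentration series. The subsequent BugLite luminescent read reports ARE-luciferase activity.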
TGFb SMAD3 inh: qHTS for Inhibitors of TGF-b; 410,000 tested, 1.2% active; Potency, µM (highest dose often 46.1 µM), for the others: at the top dose activity, negative = inhibition, usual class: inhibitors; HepG2 CAGA-GFP TGF-b/SMAD3 reporter, GFP fluorescence, 18 h; TGF-beta stimulated, 500 pg/mL final; note: potency is the fitted concentration of half-maximal effect; % is set by controls: 0 for no effect and ±100 for the full control effect; nearly all actives have a fitted effect of over 65% in size
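Read-out: total well GFP (ex488/em500-530) summed from mean per-cell fluorescence. Cells: HEPG2 CAGA-GFP, 1% FBS DMEM, 18 h at 37 degrees C with 500 pg/mL final TGF-beta. Unstimulated wells served as the full-inhibition control; stimulated DMSO wells = 0%.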
EPAC2 agonist: qHTS for Agonist of cAMP-regulated guanine nucleotide exchange factor 4 (EPAC2): primary screen | 360,000 tested, 0.079% active | Rap guanine nucleotide exchange factor 4 (Homo sapiens), Q8WZA2 | Potency, µM (highest dose often 154 µM), inactives show at the highest dose activation, actives largely listed as activators | EPAC2 activation, biochemical qHTS; response scale: 100% = 6.5 mM cAMP response | AID 720711, 2013; note: potency is the fitted concentration of half-maximal effect; nearly all actives have a fitted effect of over 50% in size
Target sequence (Q8WZA2 whole entry, looked up): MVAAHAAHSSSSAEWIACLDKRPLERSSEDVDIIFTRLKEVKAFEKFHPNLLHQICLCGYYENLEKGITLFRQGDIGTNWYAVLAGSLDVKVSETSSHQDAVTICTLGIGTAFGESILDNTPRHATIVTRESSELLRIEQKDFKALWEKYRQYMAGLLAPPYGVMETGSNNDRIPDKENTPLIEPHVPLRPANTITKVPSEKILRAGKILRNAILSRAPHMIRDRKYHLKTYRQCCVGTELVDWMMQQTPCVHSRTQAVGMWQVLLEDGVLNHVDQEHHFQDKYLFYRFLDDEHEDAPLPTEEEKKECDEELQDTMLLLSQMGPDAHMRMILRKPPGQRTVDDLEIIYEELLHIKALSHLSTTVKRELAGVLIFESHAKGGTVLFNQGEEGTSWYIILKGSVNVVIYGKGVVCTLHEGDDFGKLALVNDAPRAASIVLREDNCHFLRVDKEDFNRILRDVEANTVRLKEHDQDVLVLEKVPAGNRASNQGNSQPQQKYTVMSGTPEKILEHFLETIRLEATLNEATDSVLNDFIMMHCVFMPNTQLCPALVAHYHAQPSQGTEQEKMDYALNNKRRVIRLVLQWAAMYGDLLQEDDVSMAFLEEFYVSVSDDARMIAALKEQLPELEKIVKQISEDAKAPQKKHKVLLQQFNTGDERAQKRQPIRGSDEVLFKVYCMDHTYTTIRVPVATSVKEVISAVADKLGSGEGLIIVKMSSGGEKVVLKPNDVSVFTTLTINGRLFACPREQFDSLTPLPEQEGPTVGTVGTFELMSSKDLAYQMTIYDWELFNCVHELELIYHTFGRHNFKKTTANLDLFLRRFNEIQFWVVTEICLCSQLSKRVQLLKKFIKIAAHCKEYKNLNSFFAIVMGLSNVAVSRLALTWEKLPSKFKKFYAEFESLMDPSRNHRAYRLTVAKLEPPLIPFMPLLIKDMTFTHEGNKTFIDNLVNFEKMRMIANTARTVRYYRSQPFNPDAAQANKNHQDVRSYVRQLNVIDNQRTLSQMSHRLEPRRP
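In this primary screen, activation is scored as increased exchange of BODIPY-GDP from Rap1B by 100 nM EPAC2, with 50 uM GDP as competitor. Signal is normalized to the 6.5 mM cAMP agonist control.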
EPAC2 antag: qHTS for Antagonist of cAMP-regulated guanine nucleotide exchange factor 2 (EPAC2): primary screen; Potency, µM (titrated, usually from 114 µM), for inactives: at the highest dose activity, negative = inhibition, hits mostly inhibitors; 360,000 tested, 0.18% active; AID 720708, 2013; Rap guanine nucleotide exchange factor 4 (Homo sapiens), Q8WZA2; EPAC2 GEF exchange of Rap1B-BODIPY-GDP, fluorescence; note: potency is the fitted concentration of half-maximal effect; % is set by controls: 0 for no effect and ±100 for the full control effect; nearly all actives have a fitted effect of over 45% in size; many of its hits are not listed in these tables
Nrf2 block: Nrf2 qHTS screen for inhibitors | 360,000 tested, 2.1% active | A549 ARE-Fluc reporter, luciferase luminescence, 18-24 h | Potency, µM (highest dose often 46 µM), for the others: at the top dose activity change, negative = inhibition, hits mostly inhibitors; note: potency is the fitted concentration of half-maximal effect; % is set by controls: 0 for no effect and ±100 for the full control effect; nearly all actives have a fitted effect of over 60% in size
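Reporter: ARE-Fluc in A549. Exposure: 18-24 h, 37 °C, 5% CO2, 5% FBS OPTI-MEM. Readouts: fluorescent cytotoxicity (CellTiter-Fluor), then luminescent Nrf2 signal after BugLite.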
pAkt inh: HTS Assay for Inhibitors of Akt Phophorylation: Primary Screen. activity change, % for hits at 50 µM. Neuro2A IGF-stimulated pAkt S473 HTRF, 20 min; hits give low values. 360,000 tested, 0.32% active; in the data active = activity change below about -80%; inconclusive = mostly about -51% to -80%; note: % is set by controls: 0 for no effect and ±100 for the full control effect
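Single-point screen (50 µM final compound) in Neuro2A cells stimulated 20 min with 6 nM IGF at 37 deg C. After lysis, Ser473-phosphorylated Akt read by HTRF (ex 330 nm, em 615/665 nm) as the 665/615 ratio.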
CCT chaperon mod: High-Throughput Screening for Modulators of Cytosolic Chaperonin Activity | purified chaperonin ATPase assay, HTRF ADP detection, 30 min | activity change, % (no concentration beside the values), hits read low | 360,000 tested, 0.3% active | AID 651819, 2012; in the data active = activity change below about -30%; note: % is set by controls: 0 for no effect and ±100 for the full control effect
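First, chaperonin was dispensed at 40 nM or 20 nM final depending on batch activity. Next, compounds were pinned at 76 uM and ATP added at 10 uM. After 30 min at 37 °C, ADP detection reagents ran 30 min at ambient temperature.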
Nrf2 ARE act: qHTS of Nrf2 Activators; AREc32 ARE-luciferase reporter (MCF7-derived line), luminescence, 24 h; Potency, µM (highest dose often 46.1 µM), inactives show top-dose activation, hits mostly activators; 410,000 tested, 0.31% active; AID 624171, 2012; note: potency is the fitted concentration of half-maximal effect; % of control where 0% means no effect; nearly all actives have a fitted effect of over 65% in size
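Luciferase luminescence (Steady-Glo, 30 min at room temperature) served as the read-out of ARE activation in AREc32 cells treated with compounds for 24 hr at 37 deg C.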
* = called active by the depositor; i = inactive; ? = inconclusive; / = not tested or not shown; & = joins results of further samples; [ ] = remark or other dose. Unless noted, calls come from the whole dose curve; as a rule, active = well fitted curve in the direction sought with a large enough effect; inconclusive = small, poorly fitted or top-dose-only effect, or another doubt; inactive = no such curve, though single readings can be large; an effect the other way counts as inactive or inconclusive. Some of the compounds tested; rates above refer to the full screens.

SMILES	Mm-Cpn inhibitor	A549 tox	TGFb SMAD3 inh	EPAC2 agonist	EPAC2 antag	Nrf2 block	pAkt inh	CCT chaperon mod	Nrf2 ARE act
CCCCOc1ccc(C(C)NC(=O)CCS(=O)(=O)Cc2ccc(Cl)cc2)cc1 (stereo not given)	0%	6%	1%	3%	-9%	?	i	4.0	-0.4%
CN(C)c1ccc(C(=S)N2CCN(c3ccc([N+](=O)[O-])cc3)CC2)cc1	1%	-4%	-28%	1%	-7%	?	i	-1.2	0.4%
C/C(=N\N1CCN(c2ccc(Cl)cc2)CC1)c1cccc([N+](=O)[O-])c1	2%	-2%	-5%	-3%	10%	-8%	i	-11	-0.1%
Nc1ccc(Nc2ccc([N+](=O)[O-])cc2[N+](=O)[O-])cc1	-1%	?	0%	-3%	-21%	?	i	-1.5	4.0%
Cc1ccc(N(CC(=O)NC2CCCC2)C(=O)CCC(=O)Nc2nccs2)cc1C	2%	7%	3%	-15%	-22%	?	i	-0.4	0.4%
O=C(c1cnc(Cl)c(Cl)c1)N1CCC(Cc2ccccc2)CC1	-2%	0%	2%	8%	-15%	-12%	i	1.9	2.1%
CCOCC(O)CSCc1ccc(Cl)cc1 (stereo not given)	/	1%	1%	10%	-21%	-6%	/	-0.8	0.3%
CN(C)c1ccc(/C=C/c2noc(-c3ccccc3O)n2)cc1	/	-7%	0%	/	/	?	/	/	4.9%
O=C(O)c1ccc(-c2nn3c(=O)cc(N4CCNCC4)nc3s2)cc1	/	-1%	12%	7%	-2%	4%	/	/	-1.2%
CCC(C)N1C(=O)/C(=C/c2c(NCCCOC(C)C)nc3c(C)cccn3c2=O)SC1=S (stereo not given)	1%	?	197%[activator]	-38%[inhibitor]	35%[activator][57.1 µM]	-4%	i	-4.2	-0.3%
Cc1nn(Cc2ccc(Cl)cc2)c(C)c1NC(=O)c1cc(-c2ccc3c(c2)OCO3)on1	2%	?	?	-3%	1%	4.1µM*	i	1.7	6.5%
CCOc1ccc(NC(=O)CC2C(=O)NCCN2C(=O)Nc2ccccc2)cc1 (stereo not given)	1%	7%	20%	2%	0%	-7%	i	-0.7	-0.7%
COc1ccc(NC(=O)C(C/C=C(/C)Cl)C(C)=O)cc1 (stereo not given)	0%	-1%	?	13%	-3%	-11%	i	-1.2	-0.5%
Cc1ccccc1NS(=O)(=O)c1ccc2[nH]cc(C(=O)N(C)Cc3ccco3)c(=O)c2c1	0%	1%	0%	5%	4%	-6%	i	-4.8	-0.5%
COc1ccc(C(CC(=O)NCc2ccccc2)N2Cc3ccccc3C2=O)cc1 (stereo not given)	/	1%	-8%	/	/	?	/	/	0.3%
CC(=O)NC(Cc1cccc(C)c1)C(=O)NC1CCN(c2ncccc2[N+](=O)[O-])CC1 (stereo not given)	2%	-6%	?	10%	2%	7%	i	-0.2	-0.1%
CC(OC(=O)CCC(=O)c1cccs1)C(=O)NC1CCCCC1C (stereo not given)	2%	14%	-5%	4%	-1%	-8%	i	-0.2	0.7%
CC1(NC(=O)Cc2c(Cl)cccc2Cl)CCS(=O)(=O)C1 (stereo not given)	2%	-2%	2%	12%	2%	15%	i	-0.1	0.1%
Cc1cccc(N2CCN(C(=O)c3ccc4c(c3)NC(=O)C(CSCc3cccc(F)c3)N4)CC2C)c1 (stereo not given)	0%	-1%	-4%	3%	-3%	-6%	i	-1.8	0.0%
O=C(COc1ccc(Br)cc1)N1CCNC1=O	2%	-2%	-4%	2%	9%	0%	i	-0.9	-0.6%
Cc1ccc(C)c(NC(=S)NC2CC3CCC(C2)N3Cc2ccco2)c1 (stereo not given)	2%	0%	10%	9%	-1%	-7%	i	-6.0	0.6%
CC(C)(C)[C@H]1C=C(C(=O)NCc2ccccc2)O[C@@H](OCCCCO)C1	/	5%	-2%	4%	7%	13%	i	-0.8	4.5%
COc1ccc(S(=O)(=O)N2CCOCC2)cc1NC(=O)CSc1nnc(NC2CC2)s1	0%	0%	-12%	2%	2%	0%	i	0.2	0.5%
CC(=O)c1cccc(NC(=O)c2c(-c3ccccc3)c(-c3ccccc3)nn(C)c2=O)c1	/	-14%	-19%	/	/	16%	/	/	3.0%
CC(NC(=O)Cn1ncc2c3ccccc3n(Cc3ccc(F)cc3)c2c1=O)c1ccccc1 (stereo not given)	/	-8%	?	/	/	0%	/	/	-0.6%
COc1ccc(/C=C/C(=O)Nc2cccc(C(C)=O)c2)cc1	3%	0%	10%	10%	-3%	?	i	-3.5	4.6%
O=C(NC1CCCC1)c1ccc(Cl)c(S(=O)(=O)N2CCCCC2)c1	1%	2%	0%	-6%	2%	-17%	i	-2.1	0.1%
CCN(CC)c1ccc(NC(=O)COC(=O)c2ccc3ccccc3n2)cc1	1%	13%	41%[activator]	-3%	-3%	22%	i	-3.9	3.1%
c1cncc(Nc2nc(-c3ccncc3)cs2)c1	1%	3%	32%[activator]	-5%	1%	-13%	i	-1.2	2.6%
CSc1nc2sc3c(c2c(=O)n1Cc1ccccc1)CCC(C(C)(C)C)C3 (stereo not given)	/	3%	0%	/	/	5%	/	/	3.4%
CC1C=CCC2C(=O)N(c3cccc(C(=O)NCc4ccccc4)c3)C(=O)C12 (stereo not given)	-4%	3%	5%	7%	-7%	7%	i	1.3	-0.3%
Cc1ccc(CNC(=O)CCS(=O)(=O)c2cc3c(cc2C)NC(=O)CO3)cc1	0%	-4%&-2%	7%&-2%	-6%	-4%	10%&-16%	i	1.5	0.2%&-1.1%
O=C1c2ccccc2C2(c3ccccc3)NCCN12 (stereo not given)	-2%[15.4 µM]	-11%	0%	3%	-4%	-1%	i	-7.6	-0.4%
O=C(O)c1cccc(N/N=C/c2ccc(-c3ccccc3)cc2)c1	-3%	-1%	-8%	-6%	-6%	?	i	3.0	-0.4%
O=C(c1cnn(C(=O)COc2ccc(Cl)cc2)c1)c1ccccc1O	-2%	-1%	0%	-7%	-1%	-10%	i	-2.0	-0.2%
CCn1c(SCC(=O)NNC(=S)Nc2ccc(C)cc2)nnc1-c1ccc(Cl)cc1	0%	2%	?	-10%	3%	-10%	i	-1.4	-0.2%[9.22 µM]
COC(=O)c1ccccc1NC(=O)CSc1nc(N)cc(=O)[nH]1	-1%	7%	-20%	-4%	13%	3%	i	-1.5	0.3%
Cc1cccc(CN(C)CCc2ccccn2)c1	1%	1%	15%	7%	-8%	2%	i	1.3	-0.5%
CS(=O)(=O)N1CCC(C(=O)Nc2ccccc2F)CC1	1%	-2%	-6%	6%	9%	-12%	i	0.9	0.2%
COC(=O)C(=Cc1ccncc1)c1cccc2ccccc12	/	/	-20%	3%	-22%	/	i	0.2	-2.4%
N#CC(=Nc1cccc(F)c1)C1=C(O)c2ccccc2C1=O	/	/	1%	9%	-15%	/	i	-0.7	10%
CC(C)(C)N1C(=O)[C@H]2[C@@H](c3ccc(Br)cc3)N3C(=O)N(c4cccc(F)c4)C(=O)[C@@]3(Cc3ccccc3)[C@H]2C1=O	3%	1%	-2%	7%	14%	4%	i	-5.9	-1.0%
O=C(Nc1nc(-c2cc(F)ccc2F)cs1)c1cccc(N2C(=O)CCC2=O)c1	0%	-3%	3%	21%	-3%	-13%	i	-0.3	2.3%
COc1ccc(OC)c(CNC(=O)c2nn(-c3ccc(OC)c(Cl)c3)c(=O)c3c2c2ccccc2n3C)c1	/	?	-1%	/	/	?	/	/	-0.1%
COc1ccc(CN2C(=O)c3cccnc3C2=O)cc1S(=O)(=O)N1CCCCC1	3%	4%	-8%	11%	5%	8%	i	1.5	-0.3%
CCc1ccc(C(C)NC(=O)Cn2cnc3c(=O)n(C)c(=O)n(C)c32)cc1 (stereo not given)	?	-15%	18%	12%	-2%	-14%	i	-1.6	-0.2%
CC(=O)N1N=C(c2c(-c3ccccc3)c3cc(C)ccc3[nH]c2=O)CC1c1ccco1 (stereo not given)	2%	1%	-20%	-10%	-4%	?	i	0.4	-0.5%
CCCC(=O)Nc1ccc(Cl)c(NC(=O)c2cccnc2Cl)c1	2%	-17%	17%	5%	4%	-17%	i	-0.9	-0.7%
O=C(O)CCC(=O)Nc1ccc(N=Nc2ccccc2)cc1	0%	-13%	3%	4%	3%	9%	i	-0.5	2.7%
Cc1onc(-c2ccccc2)c1C(=O)N/N=C/c1ccc(O)c([N+](=O)[O-])c1	0%	1%	-14%	0%	1%	?	i	-2.1	2.7%
